NCOA1 inh = human NCOA1 inhibition. Q15788. HEK293 GAL4-SRC1 luciferase reporter, luminescence. inhibition, % at 3.6 µM. actives 0.12% (n = 360,000). AID 588354;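 active = inhibition above the campaign mean plus 3 SD, with each screening campaign given its own cutoff, cut at about 60% in these data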;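 note: 0% = DMSO treated cells and 100% = gossypol at 36 µM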
COUP-TFII inh = blocks human COUP-TFII nuclear receptor; HEK293T NGFI-A luciferase reporter, luminescence; inhibition, % at 8.6 µM; AID 686940; P24468; actives 0.7% (n = 370,000);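 active = inhibition above a per-plate cutoff, mean inhibition of test wells between control levels plus 3 SD, cut at about 38% in these data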;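 note: cells cotransfected with COUP-TFII expression vector driving the NGFI-A reporter; 0% = median of COUP-TF2 test wells and 100% = reporter-only cells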
Target sequence (P24468 whole entry, looked up): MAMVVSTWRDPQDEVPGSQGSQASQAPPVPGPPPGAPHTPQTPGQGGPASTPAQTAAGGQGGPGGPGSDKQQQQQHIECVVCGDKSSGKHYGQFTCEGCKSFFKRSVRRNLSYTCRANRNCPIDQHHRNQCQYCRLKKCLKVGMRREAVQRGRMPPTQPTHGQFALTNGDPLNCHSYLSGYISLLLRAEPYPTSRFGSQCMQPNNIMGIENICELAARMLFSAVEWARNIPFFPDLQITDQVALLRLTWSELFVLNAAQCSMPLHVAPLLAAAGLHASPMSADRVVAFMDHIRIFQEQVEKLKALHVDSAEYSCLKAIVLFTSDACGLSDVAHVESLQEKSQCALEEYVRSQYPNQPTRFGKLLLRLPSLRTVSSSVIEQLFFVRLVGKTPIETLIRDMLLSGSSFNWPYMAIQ
SRC2 inh = inhibits human steroid receptor coactivator 2. actives 0.17% (n = 370,000). Q15596. HEK293 GAL4-SRC2 luciferase reporter, luminescence. AID 651957. inhibition, % at 9 µM;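 active = inhibition above the mean inhibition of all tested compounds plus 3 SD, set per campaign, cut at about 52% in these data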;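 note: 0% = DMSO treated cells and 100% = cells given Gossypol at 36 µM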
SRC3 inh = inhibitors of human steroid receptor coactivator 3 (SRC3) | Q9Y6Q9 | HEK293 GAL4-SRC3 luciferase reporter, luminescence | inhibition, % at 3.6 µM | actives 0.17% (n = 360,000);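 active = inhibition above a per-campaign cutoff, the mean of all compounds plus 3 SD, cut at about 60% in these data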;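 note: 0% = DMSO-treated cells and 100% = gossypol-treated cells at 36 µM; higher means less SRC3-driven luciferase light from the GAL4 reporter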
TWEAK Fn14 block = inhibitors of TWEAK-Fn14 interaction signaling. inhibition, % at 10 µM. TWEAK-stimulated Fn14 reporter cells, luciferase luminescence, 8 h. actives 2% (n = 360,000); in the data active = inhibition above about 50%
ABHD5-PLIN5 inh = blocks binding of human ABHD5 to perilipin-5; Q00G26+Q8WTS1; Split G. princeps luciferase complementation, luminescence, 4 h; inhibition, % at 4 µM; actives 0.78% (n = 360,000); AID 602281;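 active = inhibition above the mean inhibition across every tested compound plus 3 SD, cut at about 22% in these data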;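 note: 0% = DMSO only wells and the 100% control is not disclosed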
NOD2-RIPK2 inh = blocks binding of human NOD2 to RIPK2 | actives 0.38% (n = 360,000) | inhibition, % at 4.98 µM | O43353 | CHO BLA complementation NOD2-RIPK2, CCF4 ratio | AID 624267; in the data active = inhibition above about 21%;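 note: 0% = vehicle only and 100% = reference blocker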
TROY NFkB inh = TROY signaling inhibition | Q293 LMP1-TROYcd NF-kB luciferase reporter, 4 h | actives 0.98% (n = 360,000) | inhibition, % at 10 µM;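 active = compounds whose plate-normalised and pattern-corrected inhibition of the luciferase reporter signal at the single screening dose is 50% or more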
LRH-1 inv ag = NR5A2 inverse agonism in reporter assay; O00482; HEK293T StAR-luciferase reporter, LRH-1 transfected, 24 h; inhibition, % at 3.6 µM; actives 0.13% (n = 360,000); AID 602396;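 active = inhibition above the mean inhibition of all tested compounds plus 3 SD, cut at about 73% in these data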;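 note: 0% = DMSO wells and 100% = reporter-only cells lacking LRH-1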
Target sequence (O00482 whole entry, looked up): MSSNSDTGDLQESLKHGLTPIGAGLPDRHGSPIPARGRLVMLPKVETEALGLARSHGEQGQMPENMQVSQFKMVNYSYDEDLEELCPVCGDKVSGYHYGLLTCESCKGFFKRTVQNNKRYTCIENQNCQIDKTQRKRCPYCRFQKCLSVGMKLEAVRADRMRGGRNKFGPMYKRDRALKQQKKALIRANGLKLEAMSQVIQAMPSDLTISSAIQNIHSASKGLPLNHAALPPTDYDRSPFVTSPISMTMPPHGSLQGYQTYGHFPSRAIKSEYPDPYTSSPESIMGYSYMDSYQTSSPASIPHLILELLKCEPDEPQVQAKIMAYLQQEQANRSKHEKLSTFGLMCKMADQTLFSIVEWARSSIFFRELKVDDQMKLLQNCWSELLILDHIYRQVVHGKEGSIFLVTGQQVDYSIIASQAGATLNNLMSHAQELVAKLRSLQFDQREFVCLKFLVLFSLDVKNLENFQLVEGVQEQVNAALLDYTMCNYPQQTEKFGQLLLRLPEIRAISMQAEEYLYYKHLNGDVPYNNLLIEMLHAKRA
TLR9-MyD88 inh = inhibitors of human TLR9-MyD88 binding; CHO BLA complementation TLR9-MyD88, CCF4 FRET ratio; inhibition, % at 4.98 µM; actives 0.21% (n = 340,000); AID 504734;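 active = inhibition above the mean over all tested compounds plus 3 SD, cut at about 21% in these data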;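 note: 0% = DMSO only wells and 100% = clavulanate BLA inhibitor control wells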
Granule exo inh = lytic granule exocytosis inhibition; TALL-104 LAMP-1 surface exposure, flow cytometry; cells stimulated with thapsigargin and PMA; AID 651702; inhibition, % at 10 µM; actives 0.66% (n = 360,000);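 active = inhibition above about 55%, limit read from the data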
An asterisk follows results filed as active; x = not tested or not shown. Not all compounds are listed; the hit share may differ from the screen's.

SMILES	NCOA1 inh	COUP-TFII inh	SRC2 inh	SRC3 inh	TWEAK Fn14 block	ABHD5-PLIN5 inh	NOD2-RIPK2 inh	TROY NFkB inh	LRH-1 inv ag	TLR9-MyD88 inh	Granule exo inh
Cc1sc(N(C(=O)CCc2ccccc2)c2ccc(C(=O)O)cc2)nc1-c1ccccc1	7.5	-3.7	5.2	-44.2	1.6	0.0	-1.3	10.4	-3.1	8.6	-0.7
CN1CCN(C(=O)c2cc3nc(-c4ccccc4)cc(-c4ccccc4)n3n2)CC1	-14.4	-10.1	-20.4	-36.1	0.1	2.6	2.4	-1.4	-8.5	2.5	1.1
CCc1ccc(CN2CCCC(C(=O)N3CCCCC3)C2)cc1 (stereo not given)	7.2	1.8	7.1	-0.6	9.3	5.2	-5.0	1.3	-3.9	-17.2	1.3
Fc1ccc(CN2CCCCCC2)c(F)c1	6.7	1.1	2.1	2.0	1.8	-1.1	-9.6	-5.1	7.8	-0.1	-0.9
O=c1cc(CN2CCN(c3ccccc3)CC2)c2cc(O)c(-c3ccccc3)cc2o1	-7.3	-17.5	-14.9	15.6	-15.1	-2.9	-2.7	15.8	5.1	-5.7	-1.3
CC(=O)Nc1cc(-c2cccnc2)cn2c(-c3cccc(C(F)(F)F)c3)cnc12	-8.7	-3.5	-22.4	-4.8	-23.1	5.5	7.9	0.0	26.8	x	-7.6
Cc1ccc(N(CC(=O)N2CCc3ccccc32)C2=NC(=O)CS2)cc1	-35.8	11.3	-4.1	4.5	21.4	4.0	0.5	-6.7	-24.5	-5.7	0.7
CC1CCCN(C2=C(NS(=O)(=O)c3ccc(Br)cc3)C(=O)c3ccccc3C2=O)C1 (stereo not given)	-20.2	-10.3	-11.5	-39.9	-4.4	-39.5	9.8	-14.7	1.9	4.3	2.1
Cc1ccnc(SCCn2c(N(C)Cc3ccccc3)nc3c2c(=O)n(C)c(=O)n3C)n1	-10.5	-23.8	-22.4	18.0	-11.8	-0.8	-0.3	9.4	7.8	-2.8	-1.7
Cc1ccc(Cn2nnc(C(=O)Nc3cccc(C)c3C)c2N)cc1	-2.1	-8.8	-10.6	5.1	-20.6	-10.8	8.9	7.0	35.6	-3.6	-0.2
CC1CCc2c(ccc3ccccc23)C1=O (stereo not given)	-3.3	16.9	17.5	-10.0	10.1	1.9	-4.5	-30.7	-3.6	7.9	1.0
COc1ccc(CNC(=O)C2CCN(c3nccs3)CC2)cc1	9.2	-6.5	3.4	5.6	-7.4	2.9	-9.6	-0.9	1.0	-3.3	0.3
CSC1=NC(C(Cl)(Cl)Cl)N=C(c2ccc(C)cc2)N1 (stereo not given)	7.2	-4.3	-4.7	28.1	22.0	-2.4	-3.0	7.3	28.8	6.5	6.4
O=C(NNC(=S)Nc1ccccc1C(F)(F)F)c1ccc(Br)o1	-11.6	-24.9	-5.4	-19.2	-17.7	-9.2	-4.3	-18.4	-47.3	2.7	-0.7
CN(C)CCCN(C(=O)COc1ccccc1)c1nc2c(Cl)cccc2s1	3.9	-15.1	15.0	13.6	-25.4	6.6	0.8	-5.2	-7.1	-4.9	20.4
Cc1ccc(NC(=O)CSC(C)C(=O)OCc2cc(=O)oc3cc(O)ccc23)cc1 (stereo not given)	-14.8	-9.0	-5.6	-9.8	-27.4	0.0	1.1	-5.2	8.3	9.2	0.0
O=C(Cc1ccc(F)cc1)Nc1nc(-c2ccc(F)cc2)cs1	-14.1	19.9	-9.0	8.7	19.7	-2.3	4.7	17.3	-6.0	-5.4	14.2
Cc1cc(C)n2nc(SCC(=O)Nc3ccc(F)cc3)nc2n1	1.4	-11.1	-5.9	-5.1	15.7	-2.4	-8.5	8.9	-7.6	5.2	4.8
Cc1cccc(N(CC(O)CN(C)C)S(=O)(=O)c2ccccc2)c1 (stereo not given)	-9.2	6.7	-9.6	1.6	0.5	-0.1	-6.4	7.8	-7.7	-7.5	-2.2
CCOC(=O)CC(C#N)c1c[nH]c2ccccc12 (stereo not given)	-1.8	8.5	8.4	-21.0	-11.7	7.1	-7.1	-15.1	16.4	-4.9	4.4
COc1cc(C(=O)Cc2nc3ccccc3n2C)cc(OC)c1OC	24.2	-18.6	3.6	22.3	11.8	1.3	-12.8	10.1	3.5	-9.7	4.4
Cc1ccc(OCCNC(=O)C(=O)NCc2ccco2)cc1	-1.5	4.7	8.3	9.8	6.4	2.6	-8.1	7.7	-6.4	1.2	9.6
O=C(Nc1nncs1)c1cc2c(s1)CCC2	-99.2	-36.8	-81.3	-54.8	-20.6	-5.0	-5.5	-58.5	-68.1	-1.5	-1.3
COc1ccccc1N1CCN(C(=O)/C=C/c2ccccc2)CC1	1.9	1.0	-48.6	8.4	-5.3	0.7	-1.8	-12.0	4.8	12.4	-3.4
COc1ccc(NC(=O)COc2cccc3c2CCN(Cc2cccnc2)C3=O)c(OC)c1	0.2	-2.3	-27.2	-54.0	-20.8	3.3	-3.6	-26.4	17.4	-9.1	-0.5

More results
SMILES	NCOA1 inh	COUP-TFII inh	SRC2 inh	SRC3 inh	TWEAK Fn14 block	ABHD5-PLIN5 inh	NOD2-RIPK2 inh	TROY NFkB inh	LRH-1 inv ag	TLR9-MyD88 inh	Granule exo inh
CC(C)=CC(=O)N1CCCc2ccccc21	-1.8	5.8	3.7	4.7	16.1	4.8	-3.5	-9.9	14.4	-6.3	-1.0
CC(C)(C)n1nnnc1C(c1ccccc1)N1CCN(C(=O)c2ccco2)CC1 (stereo not given)	x	3.8	-12.2	x	11.5	12.8	-9.1	2.5	10.0	x	-5.5
COc1ccc(C2c3c(oc4ccccc4c3=O)C(=O)N2c2ccccn2)cc1OC (stereo not given)	-24.6	3.2	-3.4	7.8	1.2	-3.3	-8.7	-6.4	-10.9	1.5	1.2
CC(=O)c1ccc(N2CCN(C(=O)c3c(-c4ccccc4Cl)noc3C)CC2)cc1	-12.0	2.2	-1.7	5.2	-15.2	-1.3	-2.8	18.5	3.5	-5.5	-4.6
Cc1c(C)[n+](=O)c2c(n1[O-])CCCCC2	-13.1	-2.9	17.1	4.4	8.1	-0.5	5.3	-10.7	14.2	9.2	-2.0
O=C(NC1CCCCC1)N1CCN(c2ccc(Cl)cc2)CC1	3.7	4.2	-13.1	22.4	-11.2	-7.8	0.2	5.6	-2.8	-4.3	3.9
Cc1cc(NC(=O)c2ccc(NC(=O)CC(C)C)cc2)no1	-2.0	-6.8	9.7	-11.8	3.4	-2.3	0.6	-23.6	-1.6	3.2	9.7
CCCn1nc(C(=O)N2CCN(c3ccccn3)CC2)c2ccccc2c1=O	3.9	-9.4	-28.4	-13.6	-6.1	-1.2	-7.7	16.1	-9.7	-8.5	11.4
CCCCCCOC(=O)c1ccccc1NC(=O)/C=C/C(=O)O	-33.4	-21.7	-27.0	-16.7	-2.1	-5.8	-3.7	-45.0	-19.3	-2.3	0.7
Cn1c(SCC(=O)Nc2ccc(Cl)cc2F)nnc1-c1ccco1	-16.7	-9.6	4.1	-10.8	9.9	0.2	2.3	12.7	-5.3	-5.0	-0.2
Brc1ccc(C2Nc3cccc4cccc(c34)N2)s1	-19.1	2.3	-18.5	3.6	10.4	-3.5	-1.0	1.1	14.9	0.8	-3.0
CCOc1cc(/C=N/NC(=O)COc2ccccc2C)ccc1OC(=O)c1cccs1	2.6	6.5	11.5	10.8	-12.5	-8.8	-4.1	-3.3	37.5	-2.4	1.3
O=C(c1cccc(C(F)(F)F)c1)C1CCCN(C(=O)CCc2cnccn2)C1 (stereo not given)	-1.0	0.1	0.0	-0.7	12.7	-0.9	-9.1	-5.6	-6.8	-4.7	-0.9
COc1cccc(C(=O)Nc2c3c(nn2-c2ccc(Cl)cc2)CS(=O)(=O)C3)c1OC	-17.1	4.4	4.8	12.9	-5.7	-2.3	-0.6	-32.0	9.8	-10.9	0.3
Cc1nc(N)c(Cc2ccccc2F)c(N)n1	-4.6	10.3	-12.1	9.4	1.9	-1.0	0.5	24.1	7.2	-0.4	-0.7
Cc1ccc(-c2nc3ccc(Br)cn3c2Cc2cccc(Cl)c2)cc1	-40.7	-35.1	-38.0	-25.8	-10.3	-6.6	-8.2	10.8	-109.0	x	-0.6
COc1ccc(/C=C/C(=O)c2ccc3ccccc3c2O)cc1CN1CCOCC1	-3.6	4.4	11.3	4.2	0.3	11.4	-0.8	-16.8	-19.1	-4.6	-1.9
CC(=O)c1cccc(NC(=O)C2CCN(S(C)(=O)=O)CC2)c1	-11.2	2.1	18.8	14.1	4.0	-4.6	4.1	19.6	-4.7	-24.1	-6.0
Cc1noc(C)c1C(=O)N1CCN(C(=O)c2sc3cc(Cl)ccc3c2Cl)CC1	-1.3	3.2	-4.1	0.9	-1.4	-0.2	2.8	4.4	-2.4	1.2	2.7
Nc1nc(-c2cccnc2)nn1C(=O)c1ccc(Cl)cc1	-0.2	2.5	10.9	6.8	30.8	3.8	-0.8	14.3	3.6	0.8	-2.4
O=C(c1c(Cl)cccc1Cl)N1CCN(c2cccc3[nH]ccc23)CC1	-1.6	0.1	4.0	-9.1	-30.3	3.0	6.3	-0.5	13.6	1.8	3.8
Cc1ccccc1/C(N)=N/OC(=O)/C=C/c1ccccc1	-82.5	-14.4	-30.1	-76.2	-26.0	-3.0	-7.8	-77.8	-86.6	5.8	0.0
O=C(Cc1cccs1)N/N=C/c1ccccc1	-1.5	0.3	12.4	-2.3	-19.0	4.3	8.1	-43.3	-30.1	x	-1.3
CCc1nc(NCC2CC2)c2nnn(Cc3ccccc3)c2n1	-8.5	6.0	-17.3	-7.5	-52.6	-2.2	-7.5	-3.0	-22.9	-1.2	5.0
Cc1ccc(C(=O)OCC(=O)NNC(=O)COc2ccc(Cl)cc2)c(O)c1	12.7	-1.0	-23.6	-9.7	-5.8	-5.0	-2.0	24.4	-11.5	-17.5	-9.4
CCN(c1ccccc1)S(=O)(=O)c1ccc(OCC(F)(F)F)c(NC(=O)c2ccc(=O)[nH]c2)c1	-12.2	16.5	-1.7	0.6	2.8	-5.3	-2.1	-4.5	-26.5	-4.2	0.0
CC(=O)N(C)c1ccc(NC(=O)C(Sc2ccccc2)c2ccccc2)cc1 (stereo not given)	-21.5	-34.2	-8.1	4.1	18.9	1.2	3.7	-28.7	17.4	x	-1.5
COCc1cccc(C2=CC(=O)C[C@H](c3ccc(OC)cc3)C2)c1	-6.7	5.4	14.3	-25.2	-17.1	-2.6	3.3	-19.7	-5.0	4.2	-5.1
CCOC(=O)c1ccc(NC(=O)CC2SCCNC2=O)cc1 (stereo not given)	-85.2	-27.6	-41.8	-43.0	-16.9	9.4	-1.3	-26.4	-90.3	-6.2	-2.4

Screens deposited in PubChem BioAssay by several laboratories.
